Bioassay records from PubChem BioAssay.
Sm TGR inh = qHTS Assay for the Inhibitors of Schistosoma Mansoni Peroxiredoxins; Schistosoma mansoni thioredoxin glutathione reductase (TGR), Q962Y6; hit rate 3% among 360,000; Potency, µM (top dose mostly 114 µM), for inactives: at the top dose activity change, negative = inhibition, usual class: inhibitors; purified TGR, DTNB reduction, TNB absorbance 405 nm; also: potency is read from the fitted curve at half-maximal effect; % is scaled to controls: 0 for no effect and ±100 for the full control effect; nearly all actives have a fitted effect of over 60% in size
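Kinetic colorimetric format: TGR-catalysed, NADPH-driven DTNB reduction monitored via TNB absorbance. Enzyme dispensed at 20 nM; compound exposure 15 min at room temperature before reaction start.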
Pf growth 96h = Primary qHTS for delayed death inhibitors of the malarial parasite plastid, 96 hour incubation; P. falciparum luciferase reporter growth, 96 h; Potency, µM (titrated, usually from 28.7 µM), without a hit: at the highest dose activity change, negative = inhibition, most hits filed as inhibitors; hit rate 6.9% among 320,000; also: potency is read from the fitted curve at half-maximal effect; % is scaled to controls: 0 for no effect and ±100 for the full control effect
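Infected RBCs, 2% Hct / 0.05% parasitemia final; luciferase-reporter P. falciparum; cpd 96 h, 37 C, 5% CO2; luciferase detection reagent; luminescence.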
Giardia FBPA inh = qHTS Assay for Inhibitors of Fructose-1,6-bisphosphate Aldolase from Giardia Lamblia; A8B2U2; purified Giardia FBPA; Potency, µM (doses to about 59.6 µM), inactives show at the highest dose activity, negative = inhibition, actives largely listed as inhibitors; hit rate 0.71% among 290,000; AID 2451, 2010; also: potency is read from the fitted curve at half-maximal effect; % is scaled to controls: 0 for no effect and ±100 for the full control effect; nearly all actives have a fitted effect of over 55% in size
Target sequence (A8B2U2 whole entry, looked up): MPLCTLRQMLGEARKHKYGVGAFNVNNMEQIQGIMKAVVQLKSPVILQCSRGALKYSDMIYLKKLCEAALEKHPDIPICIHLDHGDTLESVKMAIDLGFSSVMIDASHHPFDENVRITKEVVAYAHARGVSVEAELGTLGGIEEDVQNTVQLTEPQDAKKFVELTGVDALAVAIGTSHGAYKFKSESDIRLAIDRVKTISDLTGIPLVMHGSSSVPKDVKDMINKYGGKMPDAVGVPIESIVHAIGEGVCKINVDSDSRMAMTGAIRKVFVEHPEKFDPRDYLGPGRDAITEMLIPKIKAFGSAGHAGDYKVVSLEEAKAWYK
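40 nM FBPA preincubated 10 min at RT with compound (up to 57.5 uM final), then substrate plus GAPDH/TPI/NAD/arsenate coupling and diaphorase/resazurin added. Fluorescence read after 20 min at RT, 525/598 nm.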
Pf growth 48h = Primary qHTS for delayed death inhibitors of the malarial parasite plastid, 48 hour incubation; AID 504832, 2011; hit rate 5.9% among 310,000; P. falciparum luciferase growth in erythrocytes, 48 h; Potency, µM (series often up to 28.7 µM), for inactives: at the highest dose activity change, negative = inhibition, actives largely listed as inhibitors; also: potency is read from the fitted curve at half-maximal effect; % is scaled to controls: 0 for no effect and ±100 for the full control effect
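A one-generation exposure of luciferase-tagged malaria parasites in RPMI 1640/Albumax erythrocyte culture, 37 C and 5% CO2. Inhibition is inferred from decreased luminescence after adding detection reagent.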
Shiga toxin inh = A qHTS for Small Molecule Inhibitors of Shiga Toxin; Vero cells, Shiga toxin protein synthesis inhibition reporter; hit rate 9.2% among 290,000; inhibition, % at 38.7 µM; AID 2315, 2010; in the data active = inhibition mostly above about 28%, no sharp cut-off; inactive = mostly below about 43%; also: 0% is about no effect
Cycloheximide cs = Cycloheximide Counterscreen for Small Molecule Inhibitors of Shiga Toxin | cell reporter, cycloheximide protein synthesis inhibition counterscreen | max response, % | hit rate 12% among 300,000 | AID 2314, 2010; in the data active = max response mostly above about 13%, no sharp cut-off; inactive = mostly below about 14%; also: read at 38.3 µM for the half of the compounds with a filed dose; 0% is about no effect
* marks the source's active call; other numbers are inactive results; ? = inconclusive; nt = not tested or not shown; ! = repeats disagree; [ ] = dose if it differs, or a comment. Unless noted, calls follow the shape of the dose curve; as a rule, active = well fitted curve in the direction sought with a large enough effect; inconclusive = small, poorly fitted or top-dose-only effect, or another doubt; inactive = no such curve, though single readings can be large; an effect the other way counts as inactive or inconclusive.

SMILES	Sm TGR inh	Pf growth 96h	Giardia FBPA inh	Pf growth 48h	Shiga toxin inh	Cycloheximide cs
C=CC(=O)Nc1sc2c(c1C(N)=O)CCCC2	40µM*	40%[activator]	nt	?	nt	nt
CCOc1cccc2c1OC1(C)CC2NC(=O)N1Cc1ccccc1 (configuration not stated)	7%	-29%	1%	-20%	-19	1
Cc1cccc(C)c1NC(=O)c1sc(Cl)nc1C	4%	20%	0%	-14%	14	1
Cc1ccc2nc3nc(NCC4CCCO4)c(C(=O)NC4CCCC4)cc3c(=O)n2c1 (configuration not stated)	-14%	?	-5%	?	-6	-1
CC(C)[C@H](NC(=O)[C@@H]1Cc2ccccc2CN1)C(=O)Nc1ccc2c(c1)OCCO2	-12%	?	nt	-20%	83*	28*
COc1ccc(-c2nc(CS(=O)(=O)CC(=O)NC3CCCCC3C)c(C)o2)cc1 (configuration not stated)	?	35%[activator]	7%	7%	-1	-1
CCc1c(C)nc2ncnn2c1NCCc1ccc(Cl)cc1	0%	-17%	-14%	?	-4	-3
COc1cc(-c2noc(CCC(N)=O)n2)cc(OC)c1OC	9%	9.3µM*	0%	-5%	-7	-3
Cc1ccc2nc(SCC(=O)Nc3ccc(F)cc3F)nc(=O)n2c1	-1%	80%[activator]	nt	34%[activator]	nt	nt
COc1cc2c(cc1OC)C(=S)NC1(CCCC1)C2	-9%	22%	0%	?	-22	-2
c1ccc(-c2cc(-c3ccncc3)nc3ccc4ccccc4c23)cc1	-12%	-8%	-9%	?	-11	-2
CCCn1c(=O)c2ccccc2n2c(SCCOc3ccc(OC)cc3)nnc12	-19%	3%	-2%	?	14	-1
Cc1[nH]n(-c2ccccc2)c(=O)c1N=Nc1ccc2c(c1)OCCO2	1%	469%[activator]	-28%	262%[activator]	60	18
O=C(c1ccco1)N1CCN(C(=O)c2ccc(CS(=O)c3ccc(F)cc3)o2)CC1 (configuration not stated)	?	-15%	5%	-10%	1	-6
CCCCCn1c(=O)c(C(=O)Nc2cccc(C)n2)c(O)c2ccccc21	-7%	?	14%	?	nt	0
CCN(CC)c1ccc(/C=N/N2CCOCC2)c(O)c1	-2%	259%[activator]	-17%	164%[activator]	70*	65*
CC(=O)N[C@@H](Cc1ccc(O)cc1)CN1C(N)=NC[C@@H]1CC(C)C	-11%	21%	2%	15%	-3	-1
Cc1c(NS(=O)(=O)c2ccc3c(c2)c(=O)n(C)c(=O)n3C)c(=O)n(-c2ccccc2)n1C	0%	26%	3%	nt	-16	-1
COC(c1ccc(Cl)cc1)(c1ccc(Cl)cc1)C(Oc1nc(C)cc(C)n1)C(=O)O (configuration not stated)	4%	-27%	-1%	41%	-4	-3
CCC(C)c1ccc(NC(=S)NC2CCN(Cc3ccccc3)CC2)cc1 (configuration not stated)	3%	?	4%	?	-8	-6
Cc1sc(NC(=O)CN(Cc2ccc(F)cc2)C(=O)C(C)(C)C)c(C(N)=O)c1C	-2%	7.4µM*	6%	-23%	13	-1
CCOc1ccc(-n2cc(-c3ccccc3)c3c(N4CCOCC4)ncnc32)cc1	nt	139%[activator]	2%	?	-13	1
COc1ccc(/C=N/NC(=O)c2ccc(-c3ccccc3)cc2)cc1O	-1%	-2%	2%	7%	9	0
O=C1c2ccccc2C(Nc2ccc(-c3nc4ccccc4[nH]3)cc2)N1Cc1ccco1 (configuration not stated)	-28%	19%	11%	?	89*	17*
Cc1cccc(C)c1NC(=O)C1CCCN1S(=O)(=O)c1ccc(-c2ccc(=O)[nH]n2)s1 (configuration not stated)	4%	?	5%	?	-7	-2
SMILES	Sm TGR inh	Pf growth 96h	Giardia FBPA inh	Pf growth 48h	Shiga toxin inh	Cycloheximide cs
Cc1ccc(C(=O)Nc2cnc3sc(C)nn3c2=O)cc1	1%	6%	5%	93%[activator]	58*	37*
S=C(NCc1ccc(Cl)cc1)Nc1ccccc1Cl	0%	16%	0%	5%	-8	1
COc1cccc(NC(=O)N2CCN(c3ccc(C(F)(F)F)cn3)CC2)c1	-30%	0%	4%	-10%	-20	-2
O=C(N/N=C/c1ccc(Cl)s1)C(O)c1ccccc1 (configuration not stated)	-1%	?	10%	15%	16	7
Cc1cccc(Cl)c1NC(=O)N1CCN(c2ccnc3cc(Cl)ccc23)CC1	3%	?	4%	?	14	-4
Cc1nc2ccccc2nc1OCC(=O)Nc1ccccc1	nt	-7%	0%	-15%	-25	-1
CC(C)(C)C1=CC(=Nc2ccccc2N)C=C(C(C)(C)C)C1=O	2%	3%	5%	0%	-5	0
CC(C)(Sc1cc(C(C)(C)C)c(O)c(C(C)(C)C)c1)Sc1cc(C(C)(C)C)c(O)c(C(C)(C)C)c1	-3%	1µM*	-5%	7.2µM*	-7	-3
Cc1ccc(C(C(=O)NC2CCCCC2)N(CCCN2CCOCC2)C(=O)c2snc(C(N)=O)c2N)cc1 (configuration not stated)	-3%	?	1%	-8%	-14	2
Cc1c(C)n(CCc2ccccc2)c2ncnc(NCCCO)c12	6%	80%[activator]	6%	167%[activator]	102*	48*
CCOC(=O)C(C)n1nc(/C=C/c2ccc(OC)cc2)ccc1=O (configuration not stated)	-2%	9.3µM*	-8%	?	7	8
Cc1cc(C)nc(NC(=O)c2ccc3c(c2)OCO3)c1	4%	?	-10%	200%[activator]	85*	46*
CCOC(=O)c1cc(NC(=O)N2CCCc3ccccc32)c(C)nc1C	-1%	25%	-8%	51%[activator]	43	20*
Cc1c(C(=O)OCC(=O)NC2CCCCC2)oc2ccccc12	0%	5%	nt	-11%	nt	nt
CCOC(=O)C1CCN(C(=O)Cc2cccs2)CC1	?	?	1%	10%	19	-2
CCOC(=O)C(=O)N1CCC(Cc2ccccc2)CC1	3%	299%[activator]	5%	-15%	-12	11
CCOc1cc(/C=C2/C(=O)N(c3ccccc3)N=C2C)ccc1OC(=O)c1cccs1	12%	90%[activator]	-18%	3%	-19	-3
O=C(CCCNS(=O)(=O)c1ccc(F)cc1)Nc1ccc(F)cc1	7%	-5%	-12%	0%	3	8
CC(=O)N1CCN(c2ccc(NC(=O)c3ccc(F)cc3)cc2)CC1	0%	?	-5%	-18%	-10	-2
CCCCNC(=O)/C=C/c1cccs1	-10%	-24%	1%	34%[activator]	48*	33*
COc1ccc(C(=O)Cn2c(NCCO)nc3ccccc32)cc1	-1%[57.1 µM]	?	-6%	1%	-6	-2
CSc1nc2c(c(=O)[nH]1)C(c1ccc(Cl)cc1)CC(=O)N2 (configuration not stated)	-1%	4%	-2%	13%	-14	9
COc1ccc(OC)c(-c2csc(NC(=O)Cc3cccs3)n2)c1	3%	-14%	-6%	-18%	16	9
C=C(C)c1cccc(C(C)(C)NC(=O)Nc2ccc(OC)cc2)c1	11%	?	4%	-23%[5.75 µM]	28	-5
COc1cc(/C=N/NC(=O)CCNC(=O)c2ccccc2Cl)ccc1O	1%	6%	0%	80%[activator]	-1	1

The last 5 entries of the section before are carried over, then new ones follow:
SMILES	Sm TGR inh	Pf growth 96h	Giardia FBPA inh	Pf growth 48h	Shiga toxin inh	Cycloheximide cs
COc1ccc(C(=O)Cn2c(NCCO)nc3ccccc32)cc1	-1%[57.1 µM]	?	-6%	1%	-6	-2
CSc1nc2c(c(=O)[nH]1)C(c1ccc(Cl)cc1)CC(=O)N2 (configuration not stated)	-1%	4%	-2%	13%	-14	9
COc1ccc(OC)c(-c2csc(NC(=O)Cc3cccs3)n2)c1	3%	-14%	-6%	-18%	16	9
C=C(C)c1cccc(C(C)(C)NC(=O)Nc2ccc(OC)cc2)c1	11%	?	4%	-23%[5.75 µM]	28	-5
COc1cc(/C=N/NC(=O)CCNC(=O)c2ccccc2Cl)ccc1O	1%	6%	0%	80%[activator]	-1	1
Cc1sc(NC(=O)CCCC(=O)O)c(C#N)c1C	-10%	-5%	4%	17%	-2	-6
Cc1c2ccccc2cc[n+]1CCCS(=O)(=O)[O-]	8%	?	-4%	?	-10	-4
COc1ccc2[nH]c(-c3cccc(F)c3)cc(=O)c2c1	-2%	5.2µM*	-8%[89.2 µM]	?	52*	27*!
Cc1cc(C(=O)NNC(=O)c2cccc(S(=O)(=O)N3CCOCC3)c2)c2ccccc2n1	0%	-1%	3%	-6%	-7	-2
CCOC(=O)c1cnc(SCC(=O)NNC(=O)c2ccco2)nc1N	15%	-4%	4%	3%	-7	-7
Cc1nc(NC(=O)c2ccc(Cl)cc2)sc1-c1csc(Nc2cccc(F)c2)n1	-3%	2.6µM*	-2%	13µM*	109	24*
CC(C)C(=O)Nc1cccc(NC(=S)NC(=O)c2ccc(Cl)cc2)c1	-28%	6%	-23%	27%	67*	65*
O=C(Nc1ccc2c(c1)CCC2)c1cc(S(=O)(=O)N2CCN(c3ccccc3)CC2)ccc1Cl	-4%	nt	4%	?	20	9
Clc1ccc(NNc2ccnc3cc(Cl)ccc23)cc1	9%	1.7µM*	9%	1.7µM*	-8	2
CCOC(=O)N1CCN(CC(O)c2ccc3c(c2)CCN3)CC1 (configuration not stated)	-3%	?	-1%	43%[activator]	-22	-1
O=C(/C=C/c1ccco1)N1CCN(c2ccccc2)CC1	11µM*	-10%	-6%	-14%	28	20
CC(C)N(C(=O)COC(=O)[C@H](C)NC(=O)c1ccco1)c1ccccc1	-27%	24%	-4%	14%	-19	1
O=C(NNc1cccc(Cl)n1)Nc1ccccc1Cl	1%	78%[activator]	2%	-13%	-7	-1
OCCNCC12CC3CC(CC(C3)C1)C2	nt	?	-4%	-1%	-4	-6
O=C(Nc1ccccc1N1CCCC1)c1ccc([N+](=O)[O-])o1	-33%	4.1µM*	nt	9.3µM*	41*	36*
Cc1csc(NC(=O)c2ccc3c(=O)n4c(nc3c2)CCCCC4)n1	-3%	-5%	-3%	197%[activator]	63*	27*
CCn1cc(/C=C(\NC(=O)c2cc(OC)c(OC)c(OC)c2)C(=O)NCCN2CCOCC2)c2ccccc21	-17%	-11%	-7%	0%	5	-3
CC(=O)Nc1cccc(Oc2ccc(-c3noc(C)n3)cc2)c1	-2%	9%	-9%	208%[activator]	79*	44*
O=C(NCc1ccco1)C1CCN(S(=O)(=O)c2cccc3cccnc23)CC1	0%	-17%	5%	nt	-6	-1
Nc1c(NCCN2CCOCC2)c2ccccc2oc1=O	-7%	21%	?	4%	-3	-1
CCCCCn1c(=O)c2ccccc2n2c(=S)[nH]nc12	-34%	-1%	15%	nt	6	2
CCC(CC)c1nnc(NC(=O)CS(=O)(=O)c2ccc(C)cc2)s1	17%	?	-16%	1%	-4	-1
Cc1cccn2c(=O)c3cc(C(=O)NCCCN4CCCC4=O)n(C)c3nc12	?	24%	-11%	-12%	24	12
Cc1cc(NS(=O)(=O)c2ccccc2)no1	-9%	43%[activator]	-4%	21%	-1	-2
CCOc1cc(C(=O)NCCc2ccc(S(N)(=O)=O)cc2)cc(OCC)c1OCC	3%	?	8%	2%	13	-4
CN(C)c1ccc(-n2cccc2/C=C/[N+](=O)[O-])cc1	-11%	1%	-3%	?	-15	-6
Cc1ccc(C)c(S(=O)(=O)N2CCN(C(=O)Cc3c(F)cccc3Cl)CC2)c1	1%	-8%	nt	?	nt	nt
COc1cccc(N2C(=O)C(O)=C(C(C)=O)C2c2ccc(OC)c(OC)c2)c1 (configuration not stated)	-9%	?	-14%	13µM*	-16	8
CCOC(=O)c1ccc(NC(=S)NCCc2ccc(F)cc2)cc1	-33%	8%	-6%	-5%	-6	-2
